# From PubChem BioAssay
# Growth percent in the NCI-60 one-dose screen (48 h, 10 µM unless noted): 100 = growth as untreated, 0 = no growth, -100 = all killed.
# HL-60(TB) = HL-60(TB) leukemia cells | actives 9% (n = 78,000); active = growth percent below 10
# * = called active by the depositor.
SMILES,HL-60(TB)
COc1cc(-c2cc(/C=C/C(=O)c3ccc(Cl)c(Cl)c3)[nH]n2)cc(OC)c1OC,87.3
O=C(CCCCCCC(=O)Nc1ccc(C(=O)/C=C/c2cn(-c3ccccc3)nc2-c2ccc(Br)cc2)cc1)NNc1ccccc1,107.2
C(CCc1nn[nH]n1)CCC1CCCCC1,102.1
CCCCN1CCCCn2c1nc1c2c(=O)n(C)c(=O)n1C,107.6
c1ccc(-c2cc(-c3ccccc3-c3ccc4ccccc4c3)no2)cc1,91.2
Cc1ccc2c(c1)C(C)Cc1c(N(C)C)ncnc1N2C (configuration not stated),-5.9*
c1ccc(Sc2ccccc2)cc1,85.8
O=C(NNC(=O)c1ccc(OCc2nc3ccc(Cl)cc3[nH]2)cc1)Nc1ccc(Cl)cc1,82.1
Clc1ccc(/C=N/c2n[nH]c(Nc3ccccc3)n2)cc1,99.0
CCC1S/C(=N\N=C(/C)c2cccs2)N(c2ccccc2)C1=O (configuration not stated),59.2
Cn1c[n+](C)c2ccccc21,121.1
OC(COc1ccc(Cl)cc1)COc1ccc(Cl)cc1,132.5
Clc1ccc(SCCSc2ccc(Cl)cc2)cc1,110.3
COc1ccc(S(=O)(=O)Nc2cc(Sc3cccc4cccnc34)c(O)c3ccccc23)cc1,-18.8*
Cc1ccc(S(=O)(=O)NC(CCCN=C(N)N)C(=O)O)cc1 (configuration not stated),106.6
NNc1ncccn1,103.1
Cc1nc(N)ncc1CCC1OCCO1,103.5
O=C(NNC(=O)c1ccc(NC(=O)c2ccccn2)cc1)Nc1ccc(Cl)cc1,102.2
CCCCCCCCCCCCCCCCCSCc1ccc(Nc2ccccc2)cc1,112.5
N[C@@H](Cc1ccccc1)[C@@H](O)C(=O)NCc1ccccc1,101.3
COc1ccc(-c2cc(C(=O)Nc3nc4cc(C)c(C)cc4s3)nc3cc(-c4ccccc4)nn23)cc1,102.6
CCC(NC)c1cccs1 (configuration not stated),87.4
COc1ccc2cc([C@H](C)C(=O)[Se]CCC#N)ccc2c1,-42.5*
COc1cc(OC)c(S(=O)(=O)N(CCCl)CCCl)cc1C(=O)/C=C/c1ccc(C)cc1,65.6
COC(=O)c1nc(-c2ccc(C)cc2)oc1Sc1ccc(C)cc1,91.4
O=C(NOC1OC(CO)C(O)C(O)C1O)Nc1ccc([N+](=O)[O-])cc1 (configuration not stated),67.8
CCNC(=O)N1CCc2cc(OC)c(OCCc3ccc(OC)cc3)cc2C1c1ccc([N+](=O)[O-])cc1C (configuration not stated),14.0
FC(F)(F)c1cccc(/C=C/c2nn3c(-c4ccco4)nnc3s2)c1,92.7
CCCCCC(=N\N=C(N)N)/C(C)=N/N=C(N)N,86.7
N#Cc1c(-c2ccccc2)nc(=S)[nH]c1Cl,95.3
CCOc1ccccc1NC(=O)c1cc(-c2ccc(OC)cc2)n(-c2ccc(S(C)(=O)=O)cc2)n1,84.4
Cc1ccc(C2CC(c3cccs3)=NN2c2ccc(S(N)(=O)=O)cc2)s1 (configuration not stated),88.4
Cc1cc2c3ccccc3ncn2n1,78.8
CCOC(=O)/C(=C\c1ccc(C)cc1)C(C)=O,104.7
CCC1S(=O)(=O)OCCOS1(=O)=O,98.9
COc1ccc(-c2cc(SCCCC(=O)O)cc(-c3ccc(Cl)cc3)c2)cc1,95.9
O[C@@]12C[C@@H]([C@H]3CO[C@@H]1O3)n1ncnc1N2,93.8
Cc1ccc(C(=O)c2ccc(O)cc2)cc1,117.5
COc1ccc(/C=C2\SC(=O)N(Cc3cc(=O)oc4ccc(Cl)cc34)C2=O)cc1,87.4
O=C(COc1ccc(/C=C2\Cc3ccccc3C2=O)cc1)c1ccc(Cl)cc1,118.0
COc1ccc(/C(=C\c2ccc3c(c2)OCO3)C(=O)Nc2nc3ccc(C)cc3s2)cc1OC,82.2
COc1cc(Cc2cc(-c3ccccc3)nn(C/C(=N/O)c3ccccc3)c2=O)cc(OC)c1OC,84.5
C#CCN1CC(=O)N2[C@@H](c3ccccc3)SC[C@H]2C1=O,98.7
S=C(Nc1ccc(-c2nc(N3CCOCC3)c3cccn3n2)cc1)Nc1cccnc1,59.9
Nc1cc(-c2ccccc2)ccc1O,49.7
Clc1ccc(C2=NN(c3ccc(Cl)cc3)C(c3cccc(Nc4ccnc5cc(Cl)ccc45)c3)C2)cc1 (configuration not stated),101.8
Cn1ncc2c(=O)[nH]nnc21,102.4
OC(CBr)c1ccnc2ccccc12 (configuration not stated),100.4
CC(C)=CCC/C(C)=C\COC(=O)Cc1ccccc1,98.4
O=C1C=CC(=O)N1c1ccc(Cl)cc1Cl,99.2
Cc1ccc(C(=O)Nc2ccc(CN3CCN(C)CC3)c(C(F)(F)F)c2)cc1C#Cc1cncc2ncccc12,-65.1*
CCN1C(=O)C(CC(=O)C(C)(C)C)C(c2ccc3c(ccc4ccccc43)n2)C1=O (configuration not stated),98.1
Cc1cc(C)c([N+](=O)[O-])c(O)c1,99.0
CCOC(=O)C1=C(C(=O)c2cccc3ccccc23)C(c2ccccc2[N+](=O)[O-])C(C(=O)c2cccc3ccccc23)=C(C(=O)OCC)N1,85.0
O=C(/C=C(O)/C=C/c1ccc2[nH]ccc2c1)/C=C/c1ccc2[nH]ccc2c1,71.2
O=C(CSc1nc2sc3c(c2c(=O)n1-c1ccc(Cl)cc1)CCCC3)N/N=C/C=C/c1ccccc1,64.5
COc1ccc(S(=O)(=O)N2CC3(COC3)C2)cc1NC(=O)c1[nH]c(C)c2c1CCCCC2=O,-11.0*
NCc1cc(Nc2ccnc3cc(Cl)ccc23)ccc1F,86.1
Oc1c(Cl)c(Cl)c(Cl)c(Cl)c1Cl (tested in a mixture with another compound),86.1
O=C(/C=C/c1ccc([N+](=O)[O-])cc1)c1cccc(Nc2nc(Nc3ccccc3)nc(Nc3ccccc3)n2)c1,85.1

# (more compounds)
SMILES,HL-60(TB)
C/C(=N\NC(=O)CC#N)c1cc2cc(Cl)ccc2o1,99.4
CCCC(CC)(C(=O)Nc1ccc2nc(C)cc(N)c2c1)C(=O)Nc1ccc2nc(C)cc(N)c2c1,100.5
N#Cc1ccc(Nc2cc(Cl)nc(N)n2)cc1,90.0
NCCCN1CCCC1,84.9
O=C(Nc1cc(=O)[nH]c(SCC(=O)N2CCN(c3cc4c(cc3F)c(=O)c(C(=O)O)cn4C3CC3)CC2)n1)c1ccccc1,96.3
Cc1nn(-c2ccccc2)c2nc(C)n(CC(=O)Nc3ccc(C(=O)N[C@@H](CCC(=O)O)C(=O)O)cc3)c(=O)c12,91.4
Nc1nc2c(ncn2COC(CO)CO)c(=O)[nH]1,100.1
Cc1ccc(-c2nc(C#N)c(S(=O)(=O)N3CCN(S(=O)(=O)c4ccccc4)CC3)o2)cc1,-44.9*
O=C(Nc1ccccc1C(=O)N/N=C/c1cc2ccccc2cn1)c1ccccc1,74.7
COc1ccc(OC)c(-c2nc(SCC(=O)c3ccccc3)nc(Nc3ccc(S(N)(=O)=O)cc3)c2C#N)c1,91.5
COc1cccc(NC(=O)Cn2cc(CN3CCN(c4ccnc5cc(Cl)ccc45)CC3)nn2)c1,123.6
O=C(Cn1c(/C=C/c2ccccc2)nc2ccccc2c1=O)Nc1ccc(Cl)cc1,99.2
COc1ccc(-c2cc(-c3ccc(Cl)cc3)c(C#N)c(=O)n2CCCCC(=O)O)cc1,116.4
C=CC(c1ccccc1)c1nc2ccccc2s1 (configuration not stated),82.3
COc1c(N2CC3CCCNC3C2)c(F)cc2c(=O)c(C(=O)NN3C(=O)c4ccccc4C3=O)cn(C3CC3)c12 (configuration not stated),111.7
CCN(CC)CCCOc1ccc2c(c1)O/C(=C\c1cccc(OC)c1)C2=O,97.4
O=C1OCCN1NCc1ccc([N+](=O)[O-])o1,103.4
CC(=O)Nc1nc2ccc(Oc3ccnc(NCCNS(=O)(=O)c4ccc(Cl)cc4)n3)cc2s1,95.8
OCCCc1n(Cc2ccc3ccccc3n2)c2ccccc2[n+]1Cc1ccc2ccccc2n1,50.2
COc1cc(/C=N/Nc2ncnc3c2c(C)nn3-c2ccc([N+](=O)[O-])cc2)ccc1O,112.8
CC(C)(C)OC(=O)N1CCc2c(sc3ncnc(Nc4ccc(NC(=S)Nc5ccccc5)cc4)c23)C1,88.9
O=C(c1ccccn1)c1ccccn1,93.9
O=c1ccsc2ccccc12,133.9
O=C(O)c1ccccc1Nc1cccc(S(F)(F)(F)(F)F)c1,96.9
CC1(C)CN1C(=O)NCCCCCCNC(=O)N1CC1(C)C,88.9
CCNC(=O)Nc1ncccc1OCc1cccc(Cl)c1,91.8
O=C(c1ccncc1)c1c(Cc2ccccc2)ccc2ccccc12,88.1
O=C1c2ccccc2C(=O)c2c(N=Nc3sc(=S)n(-c4ccc(O)cc4)c3O)cccc21,115.7
Cc1nc2n(c(=O)c1CCN1CCC(c3noc4cc(F)ccc34)CC1)CCC[C@@H]2O,89.7
CC1=C(C(=O)c2cnccn2)C(c2ccccc2[N+](=O)[O-])NC(=O)N1 (configuration not stated),102.0
O=C(CC1Sc2ccccc2NC1=O)NNc1ccc(Cl)cc1Cl (configuration not stated),65.7
OCC1OC(n2cnc3c(Cl)ncnc32)C(O)C1O (configuration not stated),24.5
CON1CCC(c2cn(S(=O)(=O)N(C)C)cn2)c2[nH]ccc2C1=O (configuration not stated),100.2
CCCCCCCSc1nc(N)nc2nc[nH]c12,93.0
CC(C)(c1cc(Cl)c(O)c(Cl)c1)c1cc(Cl)c(O)c(Cl)c1,115.6
CC(=O)O[C@H]1C[C@@H]2OC3C=C(C)CCC3(C)[C@@]1(C)[C@@]21CO1 (some centres not stated),-42.0*
COc1cc(C(=O)/C=C/c2c(-c3ccc(F)cc3)nc3sccn23)cc(OC)c1OC,32.0
COc1cc(CNC(=O)/C=C/c2ccccc2)ccc1OCc1cn(-c2ccc(Cl)cc2)nn1,103.2
CC(C)C(=O)Nc1cc(Cl)ccc1Cl,92.2
COc1cc(NC(=O)CN2CCN(c3cc(=O)[nH]c4ccc(F)cc34)CC2)cc(OC)c1OC,59.5
CCOc1cc(CNc2cccc3[nH]c(C(F)(F)F)nc23)ccc1OC,94.7
CCCC(=O)C(CC)C(=O)Nc1ccccc1 (configuration not stated),109.2
CCCCn1ccnc1C,98.5
Nc1ccc(S(=O)(=O)Nc2cccc(NS(=O)(=O)c3ccc(N)cc3)c2)cc1,119.8
CCCCCNCC(O)Cc1ccccc1OC (configuration not stated),71.4
CC(Cl)CN(Cc1cc(O)c(CN(CC(C)Cl)CC(C)Cl)cc1O)CC(C)Cl (configuration not stated),29.6
COc1ccccc1C1CC(c2ccccc2)=NN1C(=O)c1ccc(S(N)(=O)=O)cc1 (configuration not stated),92.4
NC[C@@H]1CC[C@@H](N)[C@@H](O[C@H]2[C@H](O)[C@@H](O[C@H]3O[C@H](CO)[C@@H](O)[C@H](N)[C@H]3O)[C@H](N)C[C@@H]2N)O1,114.9
CN1C(=O)N2CCc3c([nH]c4ccccc34)C2c2ccccc21 (configuration not stated),99.3
CCCCCNCC(O)c1ccc(Cl)c(Cl)c1 (configuration not stated),90.0
O=S(=O)(Nc1ccc(Cl)c(C(F)(F)F)c1)c1ccc(-c2cnc(C3CC3)o2)cc1,-38.6*
Cc1sc2nc(Cc3nc4ccccc4s3)[nH]c(=O)c2c1C,139.0
COc1cccc(C=O)c1O,104.7
Oc1cccc(O)c1O,100.9
CCOC(=O)c1nn(C)c(=S)n(C)c1=O,103.8
OCCN(CCO)Cc1cc(O)c(CN(CCO)CCO)cc1O,99.0
Cc1ccc2nc(C)c(-c3nnc(SCc4ccccc4[N+](=O)[O-])o3)n2c1,90.3
NC(N)=NC(N)=Nc1cc(C(F)(F)F)ccc1Cl,89.9
c1cncc(-c2nc3ccccc3n3cccc23)c1,88.9
COc1ccc(C(=O)CSc2nc(-c3ccc(OC)cc3)cn2-c2ccc(Cl)cc2)cc1,84.0

# (continued)
SMILES,HL-60(TB)
C=CCn1c(SCC(=O)c2ccccc2)nnc1-c1ccc(Cl)cc1,94.8
CCN1CCN(C(=O)[C@]23CC[C@@H](C)[C@H](C)[C@@H]2C2=CC[C@@H]4[C@@]5(C)C/C(=C/c6ccncc6)C(=O)C(C)(C)[C@@H]5CC[C@@]4(C)[C@]2(C)CC3)CC1,-33.1*
CCCCCCCCCC[N+](C)(C)N,90.2
CC(=O)[C@@]1(O)CCC2C3C=C(Cl)C4=CC(=O)[C@@H]5CC5[C@]4(C)C3CC[C@@]21C (some centres not stated),103.4
Cc1ccc2nc(-c3c(-c4ccc(F)cc4)nc4ncccn34)[nH]c2c1,84.8
COc1ccc(NCc2cn(-c3ccc(C(=O)O)cc3)nc2-c2ccccc2)cc1,88.9
CCSc1ccc(C2C(Br)C(=O)N2c2cc(OC)c(OC)c(OC)c2)cc1 (configuration not stated),-9.1*
NS(=O)(=O)c1ccc(Nc2nc(N/N=C/c3ccc(Cl)cc3)nc(Nc3ccccc3)n2)cc1,72.5

# A portion of the library (hit frequency here may not be typical).
